# Screening results: PubChem BioAssay, National Center for Advancing Translational Sciences (NCATS)
# Cycloheximide cs: affects cycloheximide protein synthesis inhibition readout, counter-screen; 300,000 compounds, 12% hits; AID 2314; cell reporter, cycloheximide protein synthesis inhibition counterscreen; max response, %; in the data active = max response mostly above about 13%, no sharp cut-off; inactive = mostly below about 14%; note: read at 38.3 µM for the half of the compounds with a filed dose; 0% is about no effect
# Pf growth 96h: P. falciparum growth inhibition at 96 hour, primary screen for plastid delayed-death inhibitors; P. falciparum luciferase reporter growth, 96 h; Potency, µM (highest dose often 28.7 µM), inactives show at the top dose activity change, negative = inhibition, usual class: inhibitors; 320,000 compounds, 6.9% hits; AID 504834; note: potency is the fitted concentration of half-maximal effect; % is set by controls: 0 for no effect and ±100 for the full control effect
#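 Readout is luminescence from an integrated firefly luciferase in P. falciparum. Red cells, 2% hematocrit and 0.05% parasitemia final, were cultured with compound through two parasite generations (96 hours) at 37 C, 5% CO2.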
# Giardia FBPA inh: blocks Giardia fructose-bisphosphate aldolase activity; A8B2U2; purified Giardia FBPA; Potency, µM (series often up to 59.6 µM), inactives show top-dose activity, negative = inhibition, usual class: inhibitors; 290,000 compounds, 0.71% hits; AID 2451; note: potency is the fitted concentration of half-maximal effect; % is set by controls: 0 for no effect and ±100 for the full control effect; nearly all actives have a fitted effect of over 55% in size
# Target sequence (A8B2U2 whole entry, looked up): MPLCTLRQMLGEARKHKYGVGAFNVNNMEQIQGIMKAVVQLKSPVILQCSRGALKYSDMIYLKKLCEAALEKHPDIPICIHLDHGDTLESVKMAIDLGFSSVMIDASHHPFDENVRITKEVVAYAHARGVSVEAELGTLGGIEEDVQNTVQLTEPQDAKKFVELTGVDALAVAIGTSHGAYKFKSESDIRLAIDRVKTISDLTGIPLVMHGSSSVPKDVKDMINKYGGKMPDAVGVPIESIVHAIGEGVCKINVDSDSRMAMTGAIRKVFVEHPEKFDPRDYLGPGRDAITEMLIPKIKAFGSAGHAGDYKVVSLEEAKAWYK
#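 40 nM FBPA preincubated 10 min at RT with compound (up to 57.5 uM final), then substrate plus GAPDH/TPI/NAD/arsenate coupling and diaphorase/resazurin added. Fluorescence read after 20 min at RT, 525/598 nm.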
# Shiga inhibitor: Shiga toxin inhibition; inhibition, % at 38.7 µM; AID 2315; Vero cells, Shiga toxin protein synthesis inhibition reporter; 290,000 compounds, 9.2% hits; in the data active = inhibition mostly above about 28%, no sharp cut-off; inactive = mostly below about 43%; note: 0% is about no effect
# Pf growth 48h: inhibits P. falciparum growth in the first generation, 48 h; 310,000 compounds, 5.9% hits; AID 504832; P. falciparum luciferase growth in erythrocytes, 48 h; Potency, µM (doses to about 28.7 µM), for the others: at the highest dose activity change, negative = inhibition, usual class: inhibitors; note: potency is the fitted concentration of half-maximal effect; % is set by controls: 0 for no effect and ±100 for the full control effect
#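 Firefly luciferase activity from engineered P. falciparum reports growth; inhibitors lower the luminescent signal. Cultures contained 2% hematocrit erythrocytes at 0.1% final parasitemia.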
# Sm TGR inh: S. mansoni TGR enzyme inhibition; Potency, µM (top dose mostly 114 µM), for the others: at the top dose activity change, negative = inhibition, hits mostly inhibitors; Q962Y6; AID 485364; 360,000 compounds, 3% hits; purified TGR, DTNB reduction, TNB absorbance 405 nm; note: potency is the fitted concentration of half-maximal effect; % is set by controls: 0 for no effect and ±100 for the full control effect; nearly all actives have a fitted effect of over 60% in size
#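 Kinetic colorimetric format: TGR-catalysed, NADPH-driven DTNB reduction monitored via TNB absorbance. Enzyme dispensed at 20 nM; compound exposure 15 min at room temperature before reaction start.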
# * hit, by the source's call; ? = inconclusive; / = not tested or not shown; & = joins results of further samples; [ ] = remark or other dose. Unless noted, calls come from the whole dose curve; as a rule, active = well fitted curve in the direction sought with a large enough effect; inconclusive = small, poorly fitted or top-dose-only effect, or another doubt; inactive = no such curve, though single readings can be large; an effect the other way counts as inactive or inconclusive.
SMILES,Cycloheximide cs,Pf growth 96h,Giardia FBPA inh,Shiga inhibitor,Pf growth 48h,Sm TGR inh
CCOc1ccc(NC(=O)C2CCCN(S(=O)(=O)c3ccc4c(c3)CC(C)N4C(C)=O)C2)cc1 (configuration not stated),-3.3,?,7.3%,6.7,?,-25.5%
CCCCOC(=O)Nc1cccc(C(C)=O)c1,22.8*,0.0%,6.2%,71.9*,56.2%[activator],2.5%
Cc1ccccc1OCCNC(=O)c1ccc2ccccc2n1,70.5*,30.0%,0.4%,93.4*,156.7%[activator],1.2%
CCOc1ccc(C(=O)NC2CCN(S(=O)(=O)c3ccccc3)CC2)cc1,-1.5,-0.3%,6.3%,8.5,3.0%,18.0%
Cc1ccc(C(=O)NCCSC2CCCCC2)cc1S(=O)(=O)Nc1ccccc1,1.1,?,1.6%,3.2,10.4%,4.0%
COc1ccc(C(C)(C)C)cc1NC(=O)c1[nH]c(C)c(C(C)=O)c1C,3.5,?,3.5%,-3.2,?,-19.0%
CC(=O)N1CCN(C(=O)CSc2nnc(C)n2-c2ccccc2)CC1,0.3,0.0%,0.8%,-7.4,26.4%,-23.1%
CC(C)OC(=O)CCCNc1ccc([N+](=O)[O-])cc1[N+](=O)[O-],-4.8,?,-1.0%,-10.4,-14.3%,1.8%
Cc1ccc(C2C(=O)c3ccccc3C2=O)cc1,18.5*,-7.1%,-21.6%,10.8,-5.1%,1.3%
COc1ccc(C(C(=O)NCc2ccccc2)N(C(=O)c2snc(C(N)=O)c2N)c2ccccc2OC)cc1 (configuration not stated),-5.9,-14.6%,-13.1%,-6.3,5.22µM*,3.2%
COC(=O)c1ccc2[nH]c3cccc(/C(=C/c4ccccc4)c4ccccc4)c3c2c1,-2.6,3.7µM*,-3.0%,13.4,?,-21.1%
COc1cccc(CNC(=O)CSCc2cnn(-c3ccccc3)c2-n2cccc2)c1OC,-3.2,?,-0.4%,-10.0,/,-3.5%
CNC(=O)C(=O)Nc1cc2c3c(c1)CCC(=O)N3CCC2,-9.3,-10.7%,/,-3.4,11.7%,2.8%
Cc1noc(NS(=O)(=O)c2ccc(NC(=O)CSc3nnc4c(n3)[nH]c3ccccc34)cc2)c1C,-4.1,?,18.3%,-8.4,-22.3%,0.5%
Cc1nn(CCCC(=O)Nc2cnn(Cc3ccc(F)cc3)c2)c(C)c1[N+](=O)[O-],-1.4,-0.4%,0.4%,7.9,3.7%,12.4%
CCOCCn1c(-c2ccccc2)nc2ccccc21,-1.3,4.7%,-15.1%,20.7,0.4%,-2.9%
COCCn1c(=O)[nH]c(=O)c2c1nc(-c1ccc(-c3ccc(Cl)cc3[N+](=O)[O-])o1)n2Cc1ccccc1,-1.9,4.15µM*,?,-3.2,4.65µM*,50.1µM*
Cc1oc(-c2cccc(Br)c2)[n+]([O-])c1C,18.2,?,-5.9%,51.0,25.3%,0.0%
CCc1cccc(C)c1N(C(=O)Cn1c(COC)nc2ccccc21)C(C)COC (configuration not stated),0.5,38.6%[activator],8.6%,9.2,/,0.7%
CCOc1ccc(-c2nc(CCl)cs2)cc1,33.6*,420.7%[activator],0.0%,153.0*,211.1%[activator],-22.4%
CC(Oc1ccccc1F)C(=O)NN (configuration not stated),-3.2,-13.1%,-1.0%,12.4,1.6%,4.3%
CC(=O)N1CCCc2cc(S(=O)(=O)N3CCCC(C(=O)Nc4ccc(C)cc4C)C3)ccc21 (configuration not stated),-2.4,?,/,1.2,-2.2%,0.2%&12.7%
CCOc1ccc(/C=C/C(=O)Nc2ccc(OC)cc2[N+](=O)[O-])cc1,7.0,?,/,21.3,20.6%,-13.2%
Cc1ccccc1-c1nc(CN2CCC(C(=O)NCC3CCCO3)CC2)c(C)o1 (configuration not stated),-1.9,?,3.2%,-9.5,-13.7%,9.1%
O=C(Nc1ccc(F)cc1)/C(=C1/CCCCCN1)[N+](=O)[O-],-1.6,0.0%,5.9%,20.4,4.6%,5.2%
COc1ccc(OC)c(/C=C/C(=O)OCC(=O)Nc2nnc(-c3ccccc3)o2)c1,/,-24.1%,/,/,?,-0.3%
CCCn1c(=O)c(C(=O)NCCCc2ccccc2)c(O)c2ccccc21,-2.1,-1.3%,1.5%,20.8,8.0%,2.5%
C=CCn1c(SCC(=O)O)nnc1-c1cccs1,0.5,/,7.8%,-7.1,2.1%,-6.5%
Cc1ccc(Nc2ccc(C(=O)N3CCCC3)cn2)c(C)c1,-3.8,?,-0.1%,-6.9,/,-5.5%
N#C/C(=C/c1cccc(C(F)(F)F)c1)c1nc(CCN2C(=O)c3ccccc3C2=O)cs1,-2.0,103.8%[activator],1.3%,-13.3,13.3%,12.1%
CCN(CC#CCC(O)(c1ccccc1)c1ccccc1)C(C)C,-1.9,?,-3.3%,-3.3,8.28µM*,-22.5%
CN(C)CCNC(=S)Nc1ccccc1C(C)(C)C,-2.6,17.9%[5.75 µM],4.4%,-9.9,7.6%,-6.6%
Cc1cc(NC(=O)c2noc3c2CCCCC3)nn1Cc1ccc(Cl)cc1,11.0,5.6%,3.4%,33.3,28.6%,-6.6%
CCN(CC)S(=O)(=O)c1ccc(/C(O)=C2/C(=O)C(=O)N(CCOC)C2c2ccccc2)cc1 (configuration not stated),-1.4,21.9%,28.1%,-1.2,13.4%,-20.8%
CCOC(=O)c1ccc2c(c1)nc(COc1ccc(OC)cc1)n2CC,-4.2,9.28µM*,1.0%,-12.4,/,-21.2%
O=S(=O)(c1cnc[nH]1)N1CCN(c2ccc(F)cc2)CC1,-1.4,42.8%[activator],10.6%,-5.6,15.5%,5.7%

# Exported bar-delimited: entries from further up.
compound | Cycloheximide cs | Pf growth 96h | Giardia FBPA inh | Shiga inhibitor | Pf growth 48h | Sm TGR inh
CCN(CC#CCC(O)(c1ccccc1)c1ccccc1)C(C)C | -1.9 | ? | -3.3% | -3.3 | 8.28µM* | -22.5%
CN(C)CCNC(=S)Nc1ccccc1C(C)(C)C | -2.6 | 17.9%[5.75 µM] | 4.4% | -9.9 | 7.6% | -6.6%
Cc1cc(NC(=O)c2noc3c2CCCCC3)nn1Cc1ccc(Cl)cc1 | 11.0 | 5.6% | 3.4% | 33.3 | 28.6% | -6.6%
CCN(CC)S(=O)(=O)c1ccc(/C(O)=C2/C(=O)C(=O)N(CCOC)C2c2ccccc2)cc1 (configuration not stated) | -1.4 | 21.9% | 28.1% | -1.2 | 13.4% | -20.8%

# Compound profiles, from the list above. Order of values: Cycloheximide cs, Pf growth 96h, Giardia FBPA inh, Shiga inhibitor, Pf growth 48h, Sm TGR inh
# `Cc1ccc(Nc2ccc(C(=O)N3CCCC3)cn2)c(C)c1` in the list: -3.8, ?, -0.1%, -6.9, /, -5.5%
# `CCOC(=O)c1ccc2c(c1)nc(COc1ccc(OC)cc1)n2CC` in the list: -4.2, 9.28µM*, 1.0%, -12.4, /, -21.2%
# `CCCn1c(=O)c(C(=O)NCCCc2ccccc2)c(O)c2ccccc21` in the list: -2.1, -1.3%, 1.5%, 20.8, 8.0%, 2.5%

# Following part
SMILES,Cycloheximide cs,Pf growth 96h,Giardia FBPA inh,Shiga inhibitor,Pf growth 48h,Sm TGR inh
COC(=O)CN1C(=S)N(c2ccc(F)cc2)C(=O)C1CC(=O)Nc1ccc(F)cc1 (configuration not stated),-2.3,?,-8.1%,11.3,10.4µM*,-1.5%
CCn1c(SCc2ccc(OC)cc2)nnc1-c1ccncc1,-1.8,1.9%,2.0%,-13.3,-4.0%,-22.7%
CCCCN1CC(=O)N2[C@H]3c4cc(Br)ccc4OC[C@@H]3[C@H](C(=O)OCC)[C@]2(C)C1=O,/,?,/,/,?,-2.5%
O=C(CNCC1CCCO1)Nc1ccc(N2CCCCCC2)cc1 (configuration not stated),22.6*,0.262µM*,?,42.9*,-8.8%,1.6%
O=C(NCC1CCCO1)c1ccc([N+](=O)[O-])s1 (configuration not stated),-2.9,?,-1.0%,-1.8,?,-30.9%
Fc1cccc2sc(N3CCOCC3)nc12,15.2*,?,-2.6%,51.8*,41.1%[activator],-3.8%
O=C(NC(=S)NCc1cccnc1)c1cccc2ccccc12,-1.8,?,-0.4%,-7.0,-18.6%,/
Cc1ccc(C(=O)CCNc2ccc(Br)cc2)o1,26.8*,10.7%,2.3%,61.9*,5.6%,?
CSc1nc2ncc3c(n2n1)CC1c2ccccc2CCN1C3=O (configuration not stated),-1.6,?,-5.2%,-10.3,?,-8.0%
CCn1c(SCC(=O)N/N=C/C(C)=C/c2ccco2)nnc1-c1ccccc1,-3.3,-9.9%,?,-9.6,5.2%,?
COc1ccc(-c2csc(NC(=O)CS(=O)(=O)c3ccc(F)cc3)n2)cc1OC,/,?,/,/,?,-6.0%
O=C(CC(c1ccccc1)c1ccco1)Nc1nccs1 (configuration not stated),8.5,9.28µM*,-7.3%,14.7,10.4µM*,?

# The final three records of the part before come first, to join the parts.
SMILES,Cycloheximide cs,Pf growth 96h,Giardia FBPA inh,Shiga inhibitor,Pf growth 48h,Sm TGR inh
CCn1c(SCC(=O)N/N=C/C(C)=C/c2ccco2)nnc1-c1ccccc1,-3.3,-9.9%,?,-9.6,5.2%,?
COc1ccc(-c2csc(NC(=O)CS(=O)(=O)c3ccc(F)cc3)n2)cc1OC,/,?,/,/,?,-6.0%
O=C(CC(c1ccccc1)c1ccco1)Nc1nccs1 (configuration not stated),8.5,9.28µM*,-7.3%,14.7,10.4µM*,?
Clc1ccc2c(c1)C(c1ccccc1Cl)=NCc1nnc(Br)n1-2,-4.2,-19.2%,-2.7%,8.1,-15.6%,2.0%
O=C(NC1CCCC1)C(c1cccnc1)N(C(=O)c1csnn1)c1ccccc1Cl (configuration not stated),-2.3,-2.6%,-3.6%,17.8,-9.2%,-2.2%
O=C1CCN(CCc2ccccc2)CCN1CCSc1ccc(Br)cc1,2.0&-0.5,67.7%[activator],-0.6%&0.0%,-4.6&3.5,58.7%[activator],?
Cc1csc(NC(=O)c2ccc3nc[nH]c3c2)n1,52.3*,395.6%[activator],/,48.6,169.2%[activator],-3.3%
CCn1ncc(C2=NOC(C(=O)N3CCC(C(N)=O)CC3)C2)c1C (configuration not stated),-1.0,105.0%[activator],-2.3%,-3.5,15.6%,1.3%
O=C(COC(=O)C1(c2ccc(F)cc2)CCCC1)NC1CC1,-2.7,-20.5%,1.6%,-11.8,/,8.9%
O=C(CCNC(=O)C1CCN(S(=O)(=O)c2ccc(F)cc2)CC1)NCc1cccnc1,-6.6,1.9%,-6.2%,25.7,-2.0%,-0.6%
CSCCC(NS(=O)(=O)c1ccccc1F)C(=O)NCc1ccncc1 (configuration not stated),/,15.2%,/,/,-14.5%,-4.3%
Cc1ccc(Cn2c(=N)c(C(=O)NCC3CCCO3)cc3c(=O)n4ccccc4nc32)cc1 (configuration not stated),-7.5,?,13.8%,-3.5,?,-2.8%
CC(=NC1CC1)C1=C(O)c2ccccc2C1=O,50.1*,157.0%[activator],-6.6%,54.6*,/,-2.1%
O=C1NC(=O)C(CC(=O)N(c2ccccc2)C2(C(=O)NC3CCCC3)CCCCC2)N1 (configuration not stated),1.4,?,10.7%,-6.4,-0.1%,9.1%
CCOC(=O)Nc1sc(=S)n(C)c1C,-4.1,13.6%,-10.2%,15.1,2.2%,-19.9%
O=C(CN1CCN(S(=O)(=O)c2ccc(Br)cc2)CC1)N/N=C/c1ccncc1,13.1,?,4.3%,-6.9,-6.7%,10.2%
N#Cc1cccc(NS(=O)(=O)c2ccc(S(=O)(=O)N3CCOCC3)cc2)c1,/,-12.0%,/,/,-20.3%,-13.4%
COc1ccc(NC(=O)COC(=O)c2cc(=O)c3ccccc3o2)cc1OC,/,18.7%,/,/,18.9%,4.1%
O=C(Nc1nccs1)c1ccc(-c2ccc(F)cc2)o1,40.9*,0.0%,0.4%,94.8*,47.8%[activator],-22.0%
